Screening data as filed in PubChem BioAssay.
CD40 NFkB inh = CD40 pathway inhibition in BL2 cells; BL2 NF-kB luciferase reporter, CD40L-induced, 4 h; hit rate 0.94% among 83,000; inhibition, % at 10 µM;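 active = mean inhibition of at least 50% with a set share of replicates also reaching that level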;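 also: 0% = neutral control wells and 100% = IKK inhibitor VII at 50 µM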
Active calls of the source: *; [ ] = remark or other dose.

Preview:
SMILES	CD40 NFkB inh
CN(C(=O)COC(=O)CN1C(=O)c2cccc([N+](=O)[O-])c2C1=O)c1ccccc1	1.6
O=C1CCCN1c1ncc(S(=O)(=O)c2ccc([N+](=O)[O-])cc2)s1	10.7
C/C=C/c1ccc([C@@H]2[C@H](CO)N(C(=O)Cc3cccnc3)[C@H]2CNC(C)=O)cc1	-1.0

This part in full (from the top)
SMILES	CD40 NFkB inh
CN(C(=O)COC(=O)CN1C(=O)c2cccc([N+](=O)[O-])c2C1=O)c1ccccc1	1.6
O=C1CCCN1c1ncc(S(=O)(=O)c2ccc([N+](=O)[O-])cc2)s1	10.7
C/C=C/c1ccc([C@@H]2[C@H](CO)N(C(=O)Cc3cccnc3)[C@H]2CNC(C)=O)cc1	-1.0
CCn1c2ccccc2c2cc(NC(=O)c3ccco3)ccc21	-27.8
O=C(Nc1ccc2c(c1)OCO2)C1Cc2ccccc2CN1S(=O)(=O)c1cccs1 (stereo not drawn)	-41.9
O=C(CN1CCCCC1)Nc1cc(S(=O)(=O)N2CCOCC2)ccc1N1CCCC1	2.5
CC=Cc1ccc2n(c1=O)C[C@H]1[C@H](CO)[C@@H](C(=O)NCCc3ccccc3)[C@@H]2N1C (mixture of isomers)	-4.8[25 µM]
Cc1cc(C(F)F)nn1CC(=O)NCc1ccccc1F	6.8
O=C(Cn1cnc2ccccc21)Nc1cc(C(F)(F)F)ccc1N1CCOCC1	2.8
CC(=O)Nc1ccc(NC(=O)C(C)OC(=O)/C=C/c2ccc3c(c2)OCO3)cc1 (stereo not drawn)	-2.0
c1ccc2c(c1)Cc1cc(CN3CCOCC3)ccc1-2	-56.5
CCCNC(=O)N(C)C[C@@H]1Oc2cc(C#C[C@H](C)O)ccc2S(=O)(=O)N([C@H](C)CO)C[C@@H]1C	-18.1[25 µM]
Cc1ccccc1OCCCc1c(C)n[nH]c1C	3.0
CO[C@H]1CN(C)C(=O)c2cc(NS(=O)(=O)CC(F)(F)F)ccc2OC[C@@H](C)NC[C@H]1C	-18.1[25 µM]
Cc1cc(C)c2c3c(sc2n1)C(=O)N(Cc1ccccc1)CC(=O)N3	-0.6
CCOC(=O)N(C)C[C@@H]1OCc2ccccc2-c2c(n(C)c3ccccc23)C(=O)N([C@@H](C)CO)C[C@H]1C	-7.4
CC(=O)c1ccc(NC(=O)CCC(=O)OCC(F)(F)C(F)F)cc1	-18.9
COc1ccc(CCNC(=O)CN(CCc2ccccc2)S(C)(=O)=O)cc1OC	7.3
O=c1[nH]c(-c2cccnc2)nc2sc(-c3ccccc3)cc12	-104.2
CC(C)C(C(=O)NCc1ccco1)N(CC1CCCO1)C(=O)CNS(=O)(=O)c1ccccc1 (stereo not drawn)	10.1

Compounds shown so far that have a halogen, in the order listed:
SMILES	CD40 NFkB inh
Cc1cc(C(F)F)nn1CC(=O)NCc1ccccc1F	6.8
O=C(Cn1cnc2ccccc21)Nc1cc(C(F)(F)F)ccc1N1CCOCC1	2.8
CO[C@H]1CN(C)C(=O)c2cc(NS(=O)(=O)CC(F)(F)F)ccc2OC[C@@H](C)NC[C@H]1C	-18.1[25 µM]
CC(=O)c1ccc(NC(=O)CCC(=O)OCC(F)(F)C(F)F)cc1	-18.9

(more compounds)
SMILES	CD40 NFkB inh
C=CC(c1ccccc1)C(C(=O)c1ccccc1)N(C)C (stereo not drawn)	1.0
COc1cc(OC)c(N(C)S(=O)(=O)c2cccc(C(=O)OCC(=O)N(C)Cc3ccccc3)c2)cc1Cl	-2.1
CCC(C(=O)OCC(=O)NC1CCS(=O)(=O)C1)c1ccccc1 (stereo not drawn)	1.3
O=C(Nc1nc(-c2cccs2)cs1)c1ccco1	-31.5
CN(C)C(=O)c1ccc(-c2ccccc2[C@@H]2[C@@H](C#N)N(C(=O)C3CC3)[C@@H]2CO)cc1	6.1[25 µM]
COCCC1CCCCN1C(=O)c1cccc(OC2CCN(C3CCCC3)CC2)c1 (stereo not drawn)	5.7
O=C(CN1CCCCC1)NC(=O)NC1CCCC1	-8.1
C[C@]12CCC(=O)C=C1C=CC1C2CC[C@@]2(C)C1CC[C@@]21CCC(=O)O1 (stereo partly drawn)	5.2
Cc1ccnc(NS(=O)(=O)c2ccc(NS(=O)(=O)c3cccs3)cc2)n1	-1.3
Cc1cc(CCC(=O)O)c(C)cc1CCC(=O)O	3.4
CCSC(=O)CCCCCCCCCCCO	-14.4
COC(=O)c1[nH]c2cccc(OC)c2c1NC(=O)CN1CC2(C)CC1CC(C)(C)C2 (stereo not drawn)	15.8
O=C(C[n+]1ccc2ccccc2c1)Nc1cc(C(F)(F)F)ccc1Cl	8.2
Cc1ccc(NC(=O)Nc2ccc3c(c2)C(=O)N(C)[C@@H]2CC[C@@H](CC(=O)NCC(F)(F)F)O[C@@H]2CO3)cc1	4.8[25 µM]
NS(=O)(=O)c1cccc(NC(=O)Cn2cnc3ccccc3c2=O)c1	7.5
CC(C)CNC(=O)COC(=O)CCC(=O)c1ccc(Cl)cc1	8.9
CC(C)=CC(=O)Nc1ccc(S(=O)(=O)Nc2ccccn2)cc1	5.0
COc1ccccc1CNC(=O)C[C@@H]1C[C@H]2c3cc(NS(=O)(=O)c4ccc(F)cc4)ccc3O[C@H]2[C@H](CO)O1	10.9[25 µM]
Cc1sc(C(=O)Nc2ccc3ccccc3c2)cc1CC(=O)O	-14.0
COc1ccc(NC(=O)C2(C)Cc3c(-c4cccc(C(N)=O)c4)ccnc3O2)cc1 (stereo not drawn)	-5.6
COc1cccc(S(=O)(=O)N2C[C@@H](O)COC[C@@H]3O[C@H](CC(=O)NCCCN4CCOCC4)CC[C@H]32)c1	-0.6[25 µM]
Cc1ccc(-c2c[nH]c(=S)n2-c2ccccc2F)cc1	-27.1
Cc1ccc(S(=O)(=O)Nc2ccccc2CNC2CCCCC2)cc1	17.6
Cc1cc(S(=O)(=O)NCCN(C)C)c(C)s1	5.6
O=C(c1ccccc1Sc1ccc([N+](=O)[O-])cc1)N1CCCCC1	-1.3
O=C(/C=C/c1ccccc1)CCN1CCCCC1	-0.7
COc1ccc(S(=O)(=O)N2CC[C@@H]3[C@@H](CO)Nc4ccc(Br)cc4[C@@H]32)cc1	12.5[25 µM]
O=C1NCC(Nc2ccc(Br)cc2)C(=O)N1 (stereo not drawn)	-1.4
O=C(COc1ccc(S(=O)(=O)N2CCCC2)cc1Cl)Nc1ccc2c(c1)OCO2	6.6
Cc1nc(-c2ccc(S(=O)(=O)NCc3cccnc3)s2)cs1	8.1

Ordered by count of non-hydrogen atoms (smallest number first): some entries from above
SMILES	CD40 NFkB inh
O=C1NCC(Nc2ccc(Br)cc2)C(=O)N1 (stereo not drawn)	-1.4
COc1ccc(S(=O)(=O)N2CC[C@@H]3[C@@H](CO)Nc4ccc(Br)cc4[C@@H]32)cc1	12.5[25 µM]
O=C(COc1ccc(S(=O)(=O)N2CCCC2)cc1Cl)Nc1ccc2c(c1)OCO2	6.6

The listing continues:
SMILES	CD40 NFkB inh
O=c1c(Cc2ccc(Cl)cc2Cl)c(O)ccn1CCCN1CCOCC1	5.9
O=C1CCCN1C(=O)CSc1ncnc2sccc12	-68.9
C[C@@H]1CN([C@H](C)CO)C(=O)CCCn2nncc2CO[C@@H]1CN(C)C(=O)Nc1ccnc(N2CCOCC2)c1	-8.6[25 µM]
CCC(=O)c1ccc(OCC(=O)N2CCCC2)c(OC)c1	1.9
O=C(O)c1ccc(N2CC3CC(C2)c2cccc(=O)n2C3)c(NC(=S)Nc2ccc(Cl)cc2Cl)c1 (stereo not drawn)	0.3
O=C(CCN1CCCCC1)NCC[C@H]1CC[C@@H](NS(=O)(=O)c2cccc(Cl)c2)[C@@H](CO)O1	-2.2[25 µM]
OCCN1CCN(c2ncnc3scc(-c4ccc(F)cc4)c23)CC1	7.9
O=C(NCC[C@@H]1CC[C@@H](NS(=O)(=O)c2ccc(F)cc2)[C@H](CO)O1)c1ccc2c(c1)OCO2	25.9[25 µM]
O=C(O)CC1(CC(=O)Nc2ccc3sccc3c2)CCCCC1	-2.5
O=C(NCC1CCCO1)c1ccc2c(c1)ncn2-c1cccc(F)c1 (stereo not drawn)	-7.7
CCCCNC(=O)NC1CCCC1	2.7
CCc1nnc(NC(=O)CCN2C(=O)c3ccccc3S2(=O)=O)s1	5.3
CC(C)NC(=O)Nc1ccc2c(c1)CC(=O)N(C)C[C@@H](C)[C@@H](CN(C)C(=O)OC(C)(C)C)O2	-2.6
CN(C)C(=O)[C@@H]1[C@@H](CO)[C@@H]2Cn3c(ccc(-c4ccncc4)c3=O)[C@@H]2N1Cc1ccccc1F	0.6[25 µM]
CN1CCC(N(C)C(=O)COc2ccccc2-c2ccccc2)CC1	-1.1
CC(C)NC(=O)N(C)C[C@H]1Oc2ccc(NS(C)(=O)=O)cc2CC(=O)N(C)C[C@@H]1C	0.3
CC(C)Nc1ncnc2c1ncn2[C@H]1CN(Cc2ccc(Cl)cc2)C[C@@H](CO)O1	-8.8
COc1cccc(NC(=O)C[C@@H]2CC[C@@H]3[C@H](COc4ccc(NC(=O)C5CCCC5)cc4C(=O)N3C)O2)c1	2.6
CN1C[C@@H]2[C@H](c3ccccc31)[C@H](CO)N2C(=O)C1CCOCC1	11.2[25 µM]
CC1Cc2ccccc2N1C(=O)COC(=O)Cn1cnc2ccccc2c1=O (stereo not drawn)	6.7
CC(=O)Nc1ccc(NC2CCCCC2NS(=O)(=O)c2ccccc2)cc1 (stereo not drawn)	3.6
CCCC(=O)N1CCC2(CC1)CN(C(=O)C1CCC1)[C@@H](CO)c1[nH]c3cc(OC)ccc3c12	-7.2[25 µM]
CCN1CCCC1CNC(=O)c1ccc(N2CCOCC2)c(NS(=O)(=O)c2ccc(OC)cc2)c1 (stereo not drawn)	6.3
COc1ccc([C@@H]2C/C=C\C[C@H](c3ccc4c(c3)OCO4)NC(=O)[C@H](c3ccccc3)CC(=O)N2)c(OC)c1	17.1[25 µM]
CCCCCCC(=O)OC1CC(C)(C)NC(C)(C)C1	1.6[25 µM]
CN(C)C(CNC(=O)c1cccc(NS(=O)(=O)c2ccc(Br)cc2)c1)c1ccco1 (stereo not drawn)	9.4
Cn1/c(=N\NC(=O)C2CCCCC2)sc2ccccc21	-23.3
O=C(NNS(=O)(=O)c1ccc2ccccc2c1)c1cccs1	5.8
O=S(=O)(Nc1cnc2ccccc2c1)N1CCCCCC1	4.0
O=C1NCCCC1C(=O)N1CCCCC1 (stereo not drawn)	2.2
O=C(COC(=O)Cc1c[nH]c2ccccc12)Nc1c(Cl)cccc1C(F)(F)F	1.9
C[C@@H]1CN([C@H](C)CO)C(=O)c2c(c3ccccc3n2C)-c2ccccc2CO[C@@H]1CN(C)CC1CCCCC1	4.2[25 µM]
CN(C)CCCCCN(C)Cc1cc2ccccc2o1	10.7
CCc1cccc(CC)c1NC(=O)C1CSC2(C)CCC(=O)N12 (stereo not drawn)	-8.1
N#CCCN(C(=O)COC(=O)C12CC3CC(CC(O)(C3)C1)C2)c1ccc(F)cc1	16.9
COc1ccc(CC2(CO)CCN(Cc3cccnc3)CC2)cc1	5.6
Cn1nc(C(F)(F)F)c(C#N)c1N1CCN(c2ccccn2)CC1	11.9
Cc1nn(-c2ccccc2)c(C)c1C(=O)Nc1ccc(N2CCOCC2)cc1	-14.1
CO[C@H]1CN(C)C(=O)c2cc(NC(=O)C3CCOCC3)ccc2OC[C@H](C)N(CC2CC2)C[C@@H]1C	-2.1
O=C(Nc1ccc(OCc2ccccc2)cc1)c1cccnc1	-44.4
Cc1c(C(=O)O)sc(S(=O)(=O)N2CCN(C(=O)Cc3ccc(Cl)cc3)CC2)c1C(=O)O	3.6
CC(C)C(=O)Nc1cccc(S(=O)(=O)NC2=NCCC2)c1	4.0
CN1CCc2c(OCC(=O)N3CCCc4ccccc43)cccc2C1=O	11.0
CCS(=O)(=O)N1CC(=O)N2[C@H](CO)[C@@H](c3ccc(-c4cccc(F)c4)cc3)[C@@H]2C1	-13.1[25 µM]
O=C(CCc1ccccc1)N1CCN(c2ccc([N+](=O)[O-])cc2)CC1	26.3
O=C(C1CCC1)N1C[C@@H]2[C@H](c3ccccc31)[C@@H](CO)N2C(=O)Cc1ccccn1	7.9
CCCNC(=O)N1[C@@H](CO)[C@H](c2ccc(C3=CCCC3)cc2)[C@@H]1CNC(C)=O	6.1
O=C(Nc1ccc(Cc2ccc(NC(=O)N3CCOCC3)cc2)cc1)N1CCOCC1	6.0
COCC(=O)Nc1cc(OC)ccc1OC	-3.6
O=C(CSCc1ccccc1)NCCCN1CCOCC1	-1.3

Additional records
SMILES	CD40 NFkB inh
CN(Cc1ccccc1)c1nc2c(c(=O)[nH]c(=O)n2C)n1CCCc1ccccc1	18.7
O=C([C@H]1[C@H](CO)[C@H]2Cn3c(cccc3=O)[C@@H]1N2)N1CCc2ccccc2C1	-2.5[25 µM]
Cc1cc(Nc2ccc(F)cc2)c2ccccc2n1	-2.4
COc1cc(OC)cc(C(=O)NCCOC23CC4CC(CC(C4)C2)C3)c1	2.0
N#Cc1nc(COc2ccccc2)oc1NCCCn1ccnc1	-41.7
Brc1ccc(-c2nn3c(-c4ccccn4)nnc3s2)o1	-12.5
O=C(Nc1cccc(S(=O)(=O)N2CCOCC2)c1)c1ccc2ccccc2n1	2.0
CO[C@@H]1CN(C)C(=O)c2cc(NC(=O)Nc3ccccc3F)ccc2OC[C@H](C)N(CCC(F)(F)F)C[C@H]1C	23.9[25 µM]
CN(C)S(=O)(=O)N1CCN(CC(O)COc2ccc(-c3ccccc3)cc2)CC1 (stereo not drawn)	-5.0
CNC(=O)CN(c1ccc2c(c1)OCCO2)S(C)(=O)=O	10.1
Cc1ccc(CN2CCN(Cc3cccn3-c3ccccn3)CC2CCO)o1 (stereo not drawn)	1.4
O=C(c1ccccc1)N1CC[C@@H]2[C@H]1c1cc(C#Cc3ccccc3F)ccc1N[C@@H]2CO	-17.6
O=C(NCC(c1ccco1)N1CCCC1)c1ccccc1Sc1ccc(C(F)(F)F)cc1[N+](=O)[O-] (stereo not drawn)	-11.0
COc1cc(N)c2ncccc2c1OC	19.6
Cc1nnc2n(-c3ccccc3)c(=O)c3c4c(sc3n12)COC(C)(C)C4	1.9
CO[C@H]1CC[C@@H]2CCOc3ccc(C#N)cc3C(=O)N(C)C[C@@H](c3ccccc3)CC(=O)N(C)C[C@H]1O2	-10.0[25 µM]
CCOc1ccc(NC(=O)CN(C)C(=O)c2ccc(OCc3ccccc3)c(OC)c2)cc1OCC	-3.0
O=C(NC1CC1)c1cccc(NC(=O)C2CCN(S(=O)(=O)c3ccccc3C(F)(F)F)CC2)c1	7.5

An excerpt, so the mix of outcomes need not match the whole.
